# mcGAS lum: cyclic GMP-AMP synthase inhibitors, mouse, primary biochemical chemiluminescence | recombinant cGAS, Kinase-Glo ATP depletion luminescence | Q8C6L5 | inhibition, % at 12.5 µM | 160,000 compounds, 0.15% hits;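 also: 0% = negative control wells and 100% = reference inhibitor with no enzyme activity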
# hcGAS lum: Primary biochemical luminescence assay for human cyclic GMP-AMP synthase inhibitors. Q8N884. recombinant h-cGAS, ATP depletion, Kinase-Glo luminescence. inhibition, % at 12.5 µM. 290,000 compounds, 0.081% hits. AID 1259398, 2018;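 also: 0% = vehicle reaction and 100% = reaction without DNA for no activity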
# Target sequence (Q8N884 whole entry, looked up): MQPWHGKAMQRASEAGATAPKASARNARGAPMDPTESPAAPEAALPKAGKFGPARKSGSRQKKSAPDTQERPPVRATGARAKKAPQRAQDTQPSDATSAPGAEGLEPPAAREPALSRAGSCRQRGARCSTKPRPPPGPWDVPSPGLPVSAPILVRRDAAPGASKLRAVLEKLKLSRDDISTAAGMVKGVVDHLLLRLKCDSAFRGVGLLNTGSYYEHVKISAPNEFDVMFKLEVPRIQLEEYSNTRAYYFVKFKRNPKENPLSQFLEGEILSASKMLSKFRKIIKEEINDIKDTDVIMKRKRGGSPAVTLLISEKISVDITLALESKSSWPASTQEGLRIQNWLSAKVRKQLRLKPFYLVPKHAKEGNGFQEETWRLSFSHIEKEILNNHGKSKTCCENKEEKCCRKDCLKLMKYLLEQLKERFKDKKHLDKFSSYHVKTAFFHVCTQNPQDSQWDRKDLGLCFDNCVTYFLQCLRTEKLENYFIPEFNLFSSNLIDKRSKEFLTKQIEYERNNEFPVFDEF
# NPYLR7 ag: agonists of mosquito NPYLR7 receptor, primary screen, cell-based, Aedes aegypti, calcium fluorescence, mosquito biting behavior. Aedes aegypti neuropeptide Y-like receptor 7 (NPYLR7). HEK293T NPYLR7/Galpha15, GCaMP6s calcium fluorescence. activation, % at 10 µM. 270,000 compounds, 0.15% hits. AID 1259423, 2018; in the data active = activation above about 40%;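 also: 0% = vehicle and 100% = reference agonist at the receptor; some compounds past the cut are filed as inactive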
# An asterisk follows results filed as active; · = no result given; & = joins results of further samples. Rule as the data show it, unless noted: active = inhibition above about 40%; inactive = the rest. Not a hit list (roughly 0.29% active in at least one column).
SMILES,mcGAS lum,hcGAS lum,NPYLR7 ag
Cc1cc(OCC2CN(C(=O)Cc3cccc(Cl)c3)CCO2)ccc1Cl (centres undefined),-4.9,-2.7,-3.3
CCc1nc2ccc(C(=O)NCCNC(C)=O)cn2c1N(C)C(=O)Nc1ccccc1OC,-5.0,-3.2,-5.1
OCCc1ccccc1-n1ccnc1-c1cccc(F)c1F,·,-1.4,-2.5
Cc1ccc(OCCSCc2nc(N)nc(Nc3ccccc3)n2)cc1,-2.0,0.2,3.3
COc1ccc(C(=O)Nc2ccc3nn(-c4ccc(Cl)cc4)nc3c2)cc1[N+](=O)[O-],-6.7,-5.9,-5.6
COCC(=O)N1CCN(C(C(=O)NCCC(C)C)C2CCCC2)CC1 (centres undefined),·,-0.5,-4.3
COc1cc(OC)cc(C(=O)OCCN(C)C2=NS(=O)(=O)c3ccccc32)c1,-7.6,-3.4,3.0
CNc1ncc(CN(C)C(=O)C(c2cccc(C)c2)N(C)C)cn1 (centres undefined),-11.9,-4.2,-4.7
COc1ccc(OC)c(C2CCN(Cc3cccc4c3OCO4)C2)c1 (centres undefined),-11.7,-5.2,-0.5
Cn1ccn2ncc(C(=O)N(Cc3ccc4c(c3)OCO4)C3CC3)c12,·,-6.1,-0.9
Cc1cc2nc(-c3cc(NC(=O)c4ccccc4Cl)ccc3O)oc2cc1C,-5.7,0.6,10.3
O=C1C(N2CCCC2c2ccc3c(c2)OCCO3)CCN1CC(F)(F)F (centres undefined),·,-9.6,4.9
C=CCN1C[C@H]2COc3cc(OC)ccc3[C@H]2N(C(=O)c2ccc(F)cc2)CCC1=O,-5.4,-6.0,19.8
Cc1ccn2c(=O)cc(CSc3nnnn3CCc3cccs3)nc2c1,-16.5,-6.0,-0.3
CC(C)N(Cc1ccccc1OS(C)(=O)=O)C(=O)NC(C)(C)C,-5.5,-5.7,11.0
O=C1C(C(c2ccc(Cl)cc2)N2CCC3(CC2)OCCO3)Sc2nc(-c3ccco3)nn21 (centres undefined),-4.8,-3.0,-7.2
Cc1cc(Nc2ccc3c(n2)C(=O)N(CC(=O)NC(C)C)C3)n(C)n1,·,-12.8,6.2
COc1ccccc1-c1cnc(N)nc1-c1ccc(OCc2ccc(F)cc2)cc1O,-5.6,-2.5,1.5
Cc1ccc(C(NC(=O)C(=O)c2cccn2C)c2ccncc2)cc1 (centres undefined),·,-4.3,-6.1
CC1(NC(=S)Nc2ccccn2)CCS(=O)(=O)C1 (centres undefined),·,-10.2,-0.2
CC1(C(=O)NS(C)(=O)=O)CCN1C(=O)c1ccc(C2CCCCC2)cc1 (centres undefined),·,-1.1,2.3
O=C(CCn1cnc2ccccc21)NN=Cc1ccc(O)cc1,·,-9.7,4.9
CCOC(=O)c1cc(C#N)c(SCc2csc(Cc3ccc(Br)c(OC)c3)n2)nc1C,0.2,4.0,5.1
COC(=O)c1ccc(COC(CN2CCN(C(=O)c3cccc(C)c3)CC2)c2cccc(OC)c2)cc1 (centres undefined),-6.3,-4.5,·
CCCN(Cc1nc2cc(Cl)ccc2c(=O)[nH]1)C(=O)NCCCCc1ccccc1,-6.8,-8.4,8.7
CN(NC(=O)c1cc2c(nc1Cl)CCC2)c1ccccc1,-3.8,-4.6,-11.0
O=C(NCC1CCCN(Cc2ccsc2)C1)c1ccc(-c2ccccc2)cc1 (centres undefined),-8.2,-8.0&-4.4,14.7&1.7
Cc1cc(NCCSc2nnnn2C)nc(N2CCOCC2)n1,·,-9.4,12.2
CCOC(=O)c1ccc2c(c1)nc(SCc1ccc(Cl)c(C(F)(F)F)c1)n2Cc1ccccn1,-7.0,-6.4,13.6
CC(C)(CNC(=O)C1CC2(CCNCC2)CN1)N1CCc2ccccc2C1 (centres undefined),·,-3.0,21.2
COc1ccccc1N1CCN(c2nc(CNC(=O)c3ccc(F)c(F)c3)nc3ccccc23)CC1,-11.7,-8.4,19.2
CCc1nc2n(n1)C(=O)C(C(c1cccc(OC)c1)N1CCN(CCO)CC1)S2 (centres undefined),-8.0,-6.6,-3.9
c1ccc(-c2noc3nc(NCC4CCCO4)ccc23)cc1 (centres undefined),-6.5,-6.0,-1.6
CCc1cc(=O)[nH]c(-n2nc(C)cc2NC(=O)c2ccc3ccccc3c2)n1,-7.4,-10.9,6.8
CN(Cc1c(F)cccc1Cl)C(=O)Nc1ccccc1I,-3.7,1.5,-3.1
Cc1ccc(NC(=O)CN2CSCC2=O)cc1OCC(F)F,·,-5.7,11.5
CCOC(=O)c1nc2ccccc2nc1N1CCCN(C(=O)c2ccc(N(C)C)cc2)CC1,-6.2,-5.8,·
CCOc1ccc(C(c2c(O)cc(C)n(CC)c2=O)N2CCCCC2)cc1 (centres undefined),·,-11.0,7.5
CCCCN(CC(=O)N(CCc1c[nH]c2ccccc12)Cc1ccc(N(C)C)cc1)C(=O)C(c1ccccc1)c1ccccc1,-6.3,-7.7,32.4
CCOC(=O)c1ccc2c(c1)nc(SCC(=O)NCC1CCCO1)n2CCc1ccc(OC)cc1 (centres undefined),-4.8,-3.6,-0.2

# Another view of some results above.
SMILES | mcGAS lum | hcGAS lum | NPYLR7 ag
CC(C)(CNC(=O)C1CC2(CCNCC2)CN1)N1CCc2ccccc2C1 (centres undefined) | · | -3.0 | 21.2
CCCCN(CC(=O)N(CCc1c[nH]c2ccccc12)Cc1ccc(N(C)C)cc1)C(=O)C(c1ccccc1)c1ccccc1 | -6.3 | -7.7 | 32.4

# Next part.
SMILES,mcGAS lum,hcGAS lum,NPYLR7 ag
O=C(NCc1ccccn1)Nc1cc(F)c(N2CCCC2)c(F)c1,·,-10.7,-0.2
Cc1ccc(Oc2ccc(Cl)cc2NC(=O)c2cnc(C)cn2)cc1,·,-2.0,-4.6
CSc1ncc(CN2CCC(Oc3ccc(C(=O)NCc4ccccn4)cc3)CC2)cn1,-11.0,-9.7,0.0
COc1cc(OC)c(C(=O)CCCCN2CCC3(CC2)NC(=O)NC3=O)cc1NS(=O)(=O)c1ccc(C(F)(F)F)cc1,·,-2.4,0.8
Fc1ccc(-c2nc(-c3cccs3)no2)cc1,·,2.3,2.4
Cc1ccc2c(C)cc(C)c(O)c2n1,-3.6,-0.1,3.7
CC1(C)CC(NS(=O)(=O)c2ccc(F)c(C(F)(F)F)c2)CC(C)(C)N1,·,-5.3,3.5
O=C(/C=C/c1ccccc1Cl)NCC1CCN(C(=O)COc2ccccc2)CC1,·,-2.6,-8.8
CCO[C@H]1[C@H](NC(=O)CN2CCCC2=O)c2ccccc2C12CCNCC2,·,-4.9,5.3
CCc1ccccc1NC(=O)CSc1ncc(S(=O)(=O)c2ccc(Cl)cc2)c(=O)[nH]1,-5.9,-5.5,-4.5
CCC(C)(C)NS(=O)(=O)c1cc(Br)cnc1N,·,-4.1,3.8
CCCN(C(=O)c1ccc(Cl)cc1Cl)C(C)c1nc2ccccc2c(=O)n1-c1ccccc1CC (centres undefined),-6.8,-14.4,-1.9
c1ccc(-c2noc3nc(OCc4ccncc4)ccc23)cc1,-7.8,-4.0,11.2
COc1ccc2c(c1)CCc1cc(CCC(=O)N3CC=CC3)n(CCc3cccc(F)c3)c1-2,-11.2,-5.4,1.3
Cc1cccn2c(=O)nc(SCC(=O)N3CC(C)OC(C)C3)nc12 (centres undefined),·,-13.4,2.5
CSc1nnc(C)c(=O)n1COC(=O)COc1ccccc1C,-7.8,-7.2,-1.8
CC(C)CCn1c(=O)c2c(nc3oc(-c4ccc(F)cc4)cn32)n(C)c1=O,-11.0,-10.7,12.6
NC1=NC2(CCCCC2)N=C(Nc2ccc(F)cc2F)N1,-2.6,-5.4,20.4
CCOC(=O)c1csc(CN(CCCOC)C(=O)Nc2ccccc2OCC)n1,-5.7,-2.9,25.4
COc1ccc(C(=O)CCC(=O)N2CCCC(Nc3cccc(F)c3)C2)cc1 (centres undefined),·,-6.0,3.1

# Molecules listed so far that have two or more sulfur atoms (4):
SMILES,mcGAS lum,hcGAS lum,NPYLR7 ag
Cc1ccn2c(=O)cc(CSc3nnnn3CCc3cccs3)nc2c1,-16.5,-6.0,-0.3
CC1(NC(=S)Nc2ccccn2)CCS(=O)(=O)C1 (centres undefined),·,-10.2,-0.2
CCOC(=O)c1cc(C#N)c(SCc2csc(Cc3ccc(Br)c(OC)c3)n2)nc1C,0.2,4.0,5.1
CCc1ccccc1NC(=O)CSc1ncc(S(=O)(=O)c2ccc(Cl)cc2)c(=O)[nH]1,-5.9,-5.5,-4.5

# Next section.
SMILES,mcGAS lum,hcGAS lum,NPYLR7 ag
O=C(NCCN1CCn2cc(OCc3ccccc3)c(=O)cc2C1=O)c1ccc[nH]c1=O,·,-8.9,12.4
COc1cc(CNCCCN2CCc3ccccc32)cc(Cl)c1O,·,-5.8,6.8
O=C(Cc1cc2c(cc1Cl)OCCO2)N1CC[C@H](CO)[C@H](O)C1,·,-2.5,-1.3
O=C(NCCc1ccc(Cl)cc1)Nc1ccccc1CN1CCCC1=O,-16.0,-8.3,8.2
O=S1(=O)[C@@H](c2ccccc2)[C@H](CO)CN1C1CC1,-1.0,7.6,4.0
CN(C)C(=O)c1cncc(N2CCC(N3CCCC(C(=O)N4CCCC4)C3)CC2)n1 (centres undefined),-12.5,-5.2,1.1
CSc1ccc(C=CC(=O)c2ccc3c(c2)OCCO3)cc1,·,-6.5,7.9
O=c1[nH]c2ccccc2n1CCCSc1cnc2ccccc2n1,-3.6,-8.6,16.0
O=C(CCn1c2c(c3ccccc31)CCCC2)NN=Cc1cccc(O)c1,·,-11.5,5.6
CO[C@H]1CC[C@@]2(OC)CCN(C(=O)c3nn(C)cc3Cl)[C@H]2C1,-4.9,-1.0,·
CCCn1c(=O)c(C(=O)NCc2cccnc2)nn(-c2ccc(Cl)cc2)c1=O,-8.3,-2.3,7.7
CCOc1ccc(C(=O)NC2CC3CCC(C2)N3Cc2ccc3c(c2)OCO3)cc1 (centres undefined),-5.0,-5.7,1.8
CC(Nc1ccc(Cl)c(F)c1)C(=O)N(C)CC(=O)NC1CC1 (centres undefined),·,4.2,3.4
O=C(O)c1cccc(S(=O)(=O)N2CCCSc3ccccc32)c1,-4.8,-14.9,5.7
Cc1cccc(Cc2c(C)nc(C)nc2N2CCN(S(=O)(=O)c3ccc(Cl)cc3)CC2)c1,-7.3,-3.3,1.7
CN(C(=O)CSc1nnc(Cc2ccccc2)n1C)c1ccccc1,·,4.5,0.4
Cc1cc(NC(=O)Cn2cnc3c2c(=O)n(C)c(=O)n3C)no1,·,-5.2,-6.3
Cc1cc(C(=O)N(C)C(C)c2ccccc2)cc(S(N)(=O)=O)c1C (centres undefined),-1.4,-1.6,1.5
CCCCC(CC)C(=O)NCC1COc2ccccc2O1 (centres undefined),-3.0,-1.9,-0.7
C=C(C)COc1ccccc1C(=O)N1CCC(c2ccncc2)CC1,·,-10.0,0.7

# Fetched by structure from the entries so far, 3 records:
SMILES,mcGAS lum,hcGAS lum,NPYLR7 ag
O=C(NCCN1CCn2cc(OCc3ccccc3)c(=O)cc2C1=O)c1ccc[nH]c1=O,·,-8.9,12.4
COc1ccc(C(=O)CCC(=O)N2CCCC(Nc3cccc(F)c3)C2)cc1 (centres undefined),·,-6.0,3.1
Cc1ccc(NC(=O)CN2CSCC2=O)cc1OCC(F)F,·,-5.7,11.5

# The results go on:
SMILES,mcGAS lum,hcGAS lum,NPYLR7 ag
CCCCc1ccc(C(=O)N(CCCN2CCOCC2)CC(=O)N(Cc2ccccc2)Cc2ccco2)cc1,-4.0,-3.6,2.4
CCOc1cccc2cc(C(=O)NCc3ccco3)c(=O)oc12,-2.9,-4.4,-5.5
COc1ccc(N=C(N(C)C)P(=O)(N(C)C)N(C)C)cc1,·,-6.7,-4.1
COC(=O)Cc1c(C(=O)OC)sc(N)c1C#N,·,-0.6,0.7
CCC(C(=O)Nc1c(C)nc2ccc(C)cn2c1=O)c1ccccc1 (centres undefined),·,-15.8,3.8
CCC1CN(Cc2ccc(CN(C)S(C)(=O)=O)o2)CCN1C(C)C (centres undefined),·,-2.0,-1.0
CN(c1cccc(O)c1)S(=O)(=O)c1ccc2c(c1)OCCCO2,-10.9,-10.1&-5.6,4.2&10.5
O=S(=O)(c1ccc(F)c(Cl)c1)N1CCC(Cc2ccc(-c3ccccc3)cc2)CC1,0.9,2.4,6.5
CC(C)c1nccn1CCCNC(=O)c1ccc(-c2ccc(N)nc2)nc1,·,-1.0,4.9
CCOC(=O)C=C1SCC(=O)N1CC(=O)N(CC)CC,-4.3,-2.5,2.7
COCCn1c(NC(=S)NC(=O)C2CC2)cc(=O)[nH]c1=O,-3.9,-3.8,1.7
Cc1ccc(-c2nc(CC(=O)NC3CCS(=O)(=O)c4ccccc43)cs2)cc1 (centres undefined),·,-8.6,0.8
CCCC1CC(=O)CC(=O)C1,-7.6,-2.9,21.0
Cc1ccc(-c2cc3c(=O)n(CC(=O)Nc4ccccc4C(F)(F)F)ncn3n2)cc1C,-8.1,-5.7,-6.1
CSc1cccc(CN2CCN(Cc3cccc(C)n3)C(CCO)C2)c1 (centres undefined),-6.0,-2.2,-4.5
COc1ccc(CN2CCN(CCN3C(C)CCC3C)CC2)c(Cl)c1 (centres undefined),·,-4.3,7.3
CC(C)(C)c1cc(NC(=O)CN(Cc2ccco2)C(=O)/C=C/c2ccccc2)n(-c2ccc(Cl)c(Cl)c2)n1,-9.8,-10.7,20.2
N#CC1C(=S)N=C(N)C(C#N)C1c1cccc2ccccc12 (centres undefined),2.0,4.0,2.5
CCC/C=C/c1ccc(NC2CC2)nn1,·,-2.3,8.6
COC(=O)[C@@H]1CCCN1C(=O)c1cnn(-c2ncc(C)c(-c3ccc(F)cc3)n2)c1-c1cccs1,·,-6.7,7.7
CCOC(=O)N1CCC(NC(=O)c2cc(COc3ccccc3SC)on2)CC1,0.6,-6.9&1.7,0.3&-3.1
